Bioassay records as filed in PubChem BioAssay.
N370S GC mod: inhibitors or activators of N370S glucocerebrosidase for Gaucher disease. P04062. N370S GC spleen homogenate, 4MU-glucoside fluorescence. Potency, µM (titrated, usually from 59.4 µM), without a hit: at the highest dose activity change, negative = inhibition, most hits filed as inhibitors. 330,000 tested, 0.092% active. AID 2101;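 note: 0% = full enzyme activity and -100% = no enzyme basal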
FEN1 inh: blocks human flap endonuclease 1 | Recombinant FEN1 flap cleavage, fluorescence, 15 min | P39748 | 390,000 tested, 0.35% active | Potency, µM (series often up to 114 µM), for the others: top-dose activity change, negative = inhibition, usual class: inhibitors; note: nearly all actives have a fitted effect of over 65% in size
Target sequence (P39748 whole entry, looked up): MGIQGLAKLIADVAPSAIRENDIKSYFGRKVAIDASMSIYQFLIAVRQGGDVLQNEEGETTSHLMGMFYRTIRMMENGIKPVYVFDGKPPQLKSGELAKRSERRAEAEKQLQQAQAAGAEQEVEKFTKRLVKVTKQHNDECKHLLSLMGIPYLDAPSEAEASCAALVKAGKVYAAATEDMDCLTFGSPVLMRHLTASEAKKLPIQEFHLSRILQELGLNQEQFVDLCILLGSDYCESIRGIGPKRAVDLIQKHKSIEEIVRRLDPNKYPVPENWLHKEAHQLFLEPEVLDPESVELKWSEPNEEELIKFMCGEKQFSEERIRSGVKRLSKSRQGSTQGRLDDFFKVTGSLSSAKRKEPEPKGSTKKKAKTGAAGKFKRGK
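In this screen, 50 nM flap DNA substrate was added to 10 nM FEN1 pretreated with compound for 15 min at room temperature; cleavage was followed with reads at 0 and 15 min, and Hill fitting gave concentration–response parameters.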
TDP1 inh: blocks human tyrosyl-DNA phosphodiesterase 1 | Potency, µM (highest dose often 130 µM), for the others: at the highest dose activity change, negative = inhibition, usual class: inhibitors | Q9NUW8 | 350,000 tested, 0.28% active | recombinant TDP1, AlphaScreen DNA substrate cleavage; note: nearly all actives have a fitted effect of over 40% in size
Target sequence (Q9NUW8 whole entry, looked up): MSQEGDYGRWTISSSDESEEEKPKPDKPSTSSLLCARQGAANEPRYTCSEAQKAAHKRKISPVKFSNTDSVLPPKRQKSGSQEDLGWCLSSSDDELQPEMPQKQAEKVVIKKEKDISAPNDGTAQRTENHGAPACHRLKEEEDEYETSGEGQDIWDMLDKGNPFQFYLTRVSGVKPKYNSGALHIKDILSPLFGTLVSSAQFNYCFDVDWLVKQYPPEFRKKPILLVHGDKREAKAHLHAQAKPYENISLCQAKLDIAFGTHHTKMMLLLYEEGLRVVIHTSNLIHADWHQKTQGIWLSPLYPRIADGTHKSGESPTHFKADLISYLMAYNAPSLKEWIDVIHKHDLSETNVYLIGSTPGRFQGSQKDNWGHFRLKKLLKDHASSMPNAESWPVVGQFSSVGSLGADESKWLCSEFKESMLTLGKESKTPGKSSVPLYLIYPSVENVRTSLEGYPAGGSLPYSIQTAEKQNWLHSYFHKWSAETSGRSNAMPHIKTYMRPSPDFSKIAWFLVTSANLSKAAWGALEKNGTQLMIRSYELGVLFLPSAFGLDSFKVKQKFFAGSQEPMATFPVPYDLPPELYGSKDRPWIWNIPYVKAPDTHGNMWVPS
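Enzyme-compound mixtures sat 15 min at room temperature, followed by a 5 min reaction with 15 nM final substrate and 10 min with AlphaScreen beads. Recombinant human Tdp1 was used at 1 nM final.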
Starred values were filed as active, the others as inactive; ? = inconclusive; . = not tested or not shown; & = joins results of further samples; [ ] = dose if it differs, or a comment. Calls come from the whole dose curve; as a rule, active = well fitted curve in the direction sought with a large enough effect; inconclusive = small, poorly fitted or top-dose-only effect, or another doubt; inactive = no such curve, though single readings can be large; an effect the other way counts as inactive or inconclusive. Unless noted, % is set by controls: 0 for no effect and ±100 for the full control effect; potency is the fitted concentration of half-maximal effect.

Each structure is followed by: N370S GC mod | TDP1 inh | FEN1 inh
O=C1C2(c3ccccc3)CN3CN(C2)CC1(c1ccccc1)C3
→ 1% | 7% | -1%
Cc1ccc(-c2nc(CS(=O)CC(=O)N3CCC4(CC3)OCCO4)c(C)o2)cc1 (stereo not drawn)
→ 7% | 3% | .
Oc1ccc(Cl)cc1Cc1ccccc1
→ -10% | 2%&-4% | -24%
COc1ccccc1N
→ 4% | 15% | .
CCC(=O)N1CC(=O)Nc2ccc(C)cc2C1c1ccc(F)cc1 (stereo not drawn)
→ . | 6% | -5%
CCCCCOc1ccc(C)cc1CN(CCCl)CCCl
→ ? | -5% | 12%
CC/C=C\C/C=C\C/C=C\C/C=C\C/C=C\CCCC(N)=O
→ -15% | 2% | .
COC(=O)C1=Nc2ccccc2/C1=C\c1c(O)n(-c2ccc(Br)cc2)c(=O)[nH]c1=O
→ 7% | -2% | -14%
CN1C2CCC1CC(OC(c1ccccc1)c1ccccc1N)C2 (stereo not drawn)
→ 1%&-3%&-15% | 11%[56.1 µM] | -3%
O=C(Nc1ccc(Br)cc1C(=O)c1ccccc1Cl)c1ccc(Br)cc1
→ . | 1%[12.3 µM] | -2%
O=C(Nc1ccc(Cl)cc1)N1CC2CC(C1)c1cccc(=O)n1C2 (stereo not drawn)
→ 1% | 0% | 7%
CCc1n[nH]c(CCN)n1
→ -9% | 0% | -5%
O=C(CCC(=O)N1CCC2(CC1)OCCO2)Nc1nnc(C(F)(F)F)s1
→ 3% | 7% | 4%
Cc1ccc(CN2CCSc3ccc(C(=O)N4CCC5(CC4)OCCO5)cc32)cc1
→ 9% | 10% | -28%
Cc1ccc2c(c1)cc1c(=O)n(CC(=O)N3CCC4(CC3)OCCO4)nc(C)n12
→ -4% | 3% | -1%
COc1ccc(NC2=NC(C)(C)CS2)cc1
→ -1% | 3% | -4%
[O-][n+]1onc2c1CCC1N(O)CCC21O (stereo not drawn)
→ 2% | -9% | 2%
Cc1ccc(N2C(=O)CC(=O)NC2=O)c(C)c1
→ -18% | 0% | -16%
Brc1ccccc1
→ -15%&0% | 17% | 16%
COc1ccc(NC(=O)c2cccn(Cc3ccc(Cl)cc3)c2=O)c(OC)c1
→ . | -2% | -19%
CCOC(=O)C1(c2ccccc2)CCN(CC(=O)Nc2cccc3ccccc23)CC1
→ 6% | 5% | 12%
C=C(Cl)CCl
→ -2% | 5% | .
N=Cc1c(O)n(-c2cccc(Cl)c2)c(=O)[nH]c1=O
→ 1% | -4% | -1%
O=C1/C(=C\c2cccnc2)N2CCC1CC2
→ 1% | -1% | 1%
Cc1ccc2c(c1)N(CCC(=O)N1CCC3(CC1)OCCO3)C(=O)CO2
→ -6% | -7% | -7%
COc1ccc(/C=C/C(=O)NC(=S)N2C[C@H]3C[C@H](C2)c2cccc(=O)n2C3)cc1OC
→ -12% | . | -2%
Cc1ccc(C(=O)NC(=S)NNS(=O)(=O)c2ccc(C)cc2)cc1
→ 19% | 11% | 1%
ClC=C(Cl)Cl
→ 2% | 0% | .
CNCC/C=C/c1cccnc1
→ 0% | 5% | .
CCCCCCCCCCCCCCCCOC[C@@H](O)COP(=O)([O-])OCC[N+](C)(C)C
→ -5%&9% | 4%&-1% | .

Filtered by structure, the compounds so far containing fluorine (two)
Each structure is followed by: N370S GC mod | TDP1 inh | FEN1 inh
CCC(=O)N1CC(=O)Nc2ccc(C)cc2C1c1ccc(F)cc1 (stereo not drawn)
→ . | 6% | -5%
O=C(CCC(=O)N1CCC2(CC1)OCCO2)Nc1nnc(C(F)(F)F)s1
→ 3% | 7% | 4%

(further entries)
Each structure is followed by: N370S GC mod | TDP1 inh | FEN1 inh
c1ccc(CN2CCN(Cc3ccc4ccccc4c3)CC2)cc1
→ -5% | . | 0%
O=c1[nH]c(=O)n(Cc2ccco2)c(O)c1C=NCc1cccs1
→ 15% | -8% | -13%
O=C1CC(c2ccc(Br)cc2)c2c(c3ccccc3oc2=O)O1 (stereo not drawn)
→ . | 5% | 0%
CCC(=Nc1cc(OC)ccc1OC)c1c(O)[nH]c(=O)[nH]c1=O
→ -21% | 1% | -9%
O=[N+]([O-])c1ccc(N2CCNCC2)cc1NCC1CCCO1 (stereo not drawn)
→ -19% | 4% | 2%
CC(C)[C@H]1C(=O)N2CCC[C@H]2[C@]2(O)O[C@](NC(=O)[C@@H]3C=C4c5cccc6[nH]cc(c56)C[C@H]4N(C)C3)(C(C)C)C(=O)N12
→ -8% | 9% | -10%
Cn1c(O)c(C=NCCN2CCOCC2)c(=O)[nH]c1=S
→ -13% | . | -15%
CCN1CCN(S(=O)(=O)c2ccc(Cl)c(C(=O)Nc3ccc(C(=O)N(CC)CC)cc3)c2)CC1
→ -12% | -1% | 9%
CSc1ccccc1C(=O)C1CCCN(Cc2ccncc2)C1 (stereo not drawn)
→ -24% | 6% | -3%
Cc1nc2ccccc2c(=O)n1-c1cc(F)ccc1F
→ -1% | -3% | 9%
OCCN1CCN(CCCN2c3ccccc3Sc3ccc(C(F)(F)F)cc32)CC1
→ ? | 5% | -14%
CCOP(=O)(OCC)c1ccc(OP(=O)(c2cccc([N+](=O)[O-])c2)c2cccc([N+](=O)[O-])c2)cc1
→ -2% | 2% | 3%
COc1ccc(N=Cc2c(O)n(Cc3ccccc3)c(=S)[nH]c2=O)c(OC)c1
→ 0% | 0% | -5%
CCCCC(CC)CNCC(O)c1ccccc1 (stereo not drawn)
→ -1% | 3% | 2%
OC(O)C(Cl)(Cl)Cl
→ -17% | 7% | .
CSc1ncc(/C=C2/C(=O)NC(=O)N(C3CCCCC3)C2=O)cn1
→ 3% | -3% | 4%
O=C1CC(c2ccc(C(F)(F)F)cc2)c2c(c3ccccc3oc2=O)O1 (stereo not drawn)
→ . | 9% | -9%
NC[C@H](CS(=O)(=O)O)c1ccc(Cl)cc1
→ -8% | 14%[56.1 µM] | .
[Cl][Pt+2][Cl].[NH-]C1CCCCC1[NH-] (stereo not drawn)
→ 1% | . | -17%
CN(C)c1ccc(-[n+]2c(-c3ccccc3)cc(-c3ccccc3)cc2-c2ccccc2)cc1
→ -17% | 3% | 1%
COC(=O)C1=C(c2cccc(C#N)c2)C[C@@H]2CC[C@H]1N2C(=O)NCCCOC(C)C
→ . | 0% | 14%
CN1Cc2c(ccc3c2OCO3)[C@@H]2[C@@H](O)Cc3cc4c(cc3[C@@H]21)OCO4
→ 13%[21.6 µM] | 14%[21 µM] | .
Cn1c(O)c(C(=Nc2ccc(F)cc2)c2ccccc2Cl)c(=O)n(C)c1=O
→ -2% | 7% | -3%
COc1ccccc1-n1c(-c2cccs2)nc2ccccc2c1=O
→ 10% | 4% | 5%
CCOc1cccc(OCC)c2c(C)[n+](CC3CCCO3)c(C)c1-2 (stereo not drawn)
→ 2% | . | ?
Cc1nc2c(=O)n(C)c(=O)nc-2n(C)n1
→ 29% | 6% | 15%
OC1/C(=C/c2ccc(Cl)cc2Cl)N2CCC1CC2 (stereo not drawn)
→ -3% | 5% | -4%
CCCNC(=O)Cn1cnc2sc(C(=O)N3CCC4(CC3)OCCO4)c(C)c2c1=O
→ 2% | 1% | -2%
C=CCN1CC[C@@]23c4c5ccc(O)c4O[C@H]2/C(=N\N=C2/CC[C@@]4(O)[C@H]6Cc7ccc(O)c8c7[C@@]4(CCN6CC=C)[C@@H]2O8)CC[C@]3(O)[C@@H]1C5
→ -4% | 13%[56.1 µM] | .
CC(NCc1ccccc1Cl)C(O)c1ccccc1 (stereo not drawn)
→ -23% | 6% | -4%

Each structure is followed by: N370S GC mod | TDP1 inh | FEN1 inh
Cc1cccn2c(=O)c(/C=C(\C#N)c3nc4ccccc4s3)c(Oc3ccc(F)cc3)nc12
→ . | -8% | ?
COC(=O)C(O)(c1ccc(N=Cc2ccccc2O)c(C)c1)C(F)(F)F (stereo not drawn)
→ -3% | 3% | 4%
COC(=O)C1=C(c2cccc(OCc3ccccc3)c2)C[C@@H]2CC[C@H]1N2C(=O)NCc1ccc(C(C)(C)C)cc1
→ . | 1% | -24%
Cc1cc(N2CCCC2)ccc1C=C(C#N)C#N
→ 6% | 5% | -1%
Cc1ccccc1-n1c(O)c(C(c2ccncc2)c2c(O)n(-c3ccccc3C)c(=O)[nH]c2=O)c(=O)[nH]c1=O
→ -20%&-7% | -1% | 8%&3%
CC[N+](CC)(CCCNC1=CC(=O)C(NCCC[N+](CC)(CC)Cc2ccccc2)=CC1=O)Cc1ccccc1
→ -1%&-10% | 6% | .
CNC(=O)Oc1ccc(-c2cn3cc(Cl)ccc3n2)cc1
→ ? | -3% | ?
CCCCCn1c(=O)c(C(=O)Nc2ncccc2C)c(O)c2ccccc21
→ 0% | . | -7%
O=C(C1c2ccccc2C(=O)N2CCc3ccccc3C12)N1CCC2(CC1)OCCO2 (stereo not drawn)
→ 18% | 0% | -3%
Cc1nn(Cc2ccccc2Cl)c(Cl)c1C(=O)OC(C(=O)NC(N)=O)C(C)C (stereo not drawn)
→ -18% | 1% | 0%
CCCCCCC(C)OC(=O)COc1ccc(Cl)cc1Cl (stereo not drawn)
→ 7% | 7%[56.1 µM] | .
ClCCN1CCN(c2ccnc3cc(Cl)ccc23)CC1
→ 1% | . | -22%
COc1ccc(CN2C(=O)NC(=O)/C(=C\c3ccco3)C2=O)cc1
→ -1% | . | 28µM*
C[C@H]1OC[C@@H](C[N+](C)(C)C)O1
→ 8%&-1% | 10% | 14%
Cc1ccc2c(c1)Cc1c(C(=O)NC3CCCCC3)nn(-c3ccc(Cl)cc3Cl)c1-2
→ 0% | 10% | .
ClC1C(Cl)C(Cl)C(Cl)C(Cl)C1Cl (stereo not drawn)
→ 2%&-7%&-8%&7% | 8% | 1%&7%
C[C@]12CCC3C(CC[C@H]4C[C@@H](O)CC[C@]34C)C1C[C@@H](O)[C@H]2O (stereo partly drawn)
→ . | 0% | -4%
COc1ccc(-n2c(/C=C/c3ccc(O)c(OC)c3)nc3ccccc3c2=O)cc1
→ ? | -2% | -1%
CCc1ccc(NP(=O)(Oc2ccccc2F)Oc2ccccc2F)cc1
→ ? | 6% | -16%
Cc1ccc(N)c(C(=O)c2ccc(Br)cc2)c1
→ -3% | 3% | 1%

Among those listed so far, these have four or more nitrogen atoms:
Each structure is followed by: N370S GC mod | TDP1 inh | FEN1 inh
CCc1n[nH]c(CCN)n1
→ -9% | 0% | -5%
O=C(CCC(=O)N1CCC2(CC1)OCCO2)Nc1nnc(C(F)(F)F)s1
→ 3% | 7% | 4%
Cc1ccc2c(c1)cc1c(=O)n(CC(=O)N3CCC4(CC3)OCCO4)nc(C)n12
→ -4% | 3% | -1%
O=[N+]([O-])c1ccc(N2CCNCC2)cc1NCC1CCCO1 (stereo not drawn)
→ -19% | 4% | 2%
CC(C)[C@H]1C(=O)N2CCC[C@H]2[C@]2(O)O[C@](NC(=O)[C@@H]3C=C4c5cccc6[nH]cc(c56)C[C@H]4N(C)C3)(C(C)C)C(=O)N12
→ -8% | 9% | -10%
Cn1c(O)c(C=NCCN2CCOCC2)c(=O)[nH]c1=S
→ -13% | . | -15%
CCN1CCN(S(=O)(=O)c2ccc(Cl)c(C(=O)Nc3ccc(C(=O)N(CC)CC)cc3)c2)CC1
→ -12% | -1% | 9%
CSc1ncc(/C=C2/C(=O)NC(=O)N(C3CCCCC3)C2=O)cn1
→ 3% | -3% | 4%
Cc1nc2c(=O)n(C)c(=O)nc-2n(C)n1
→ 29% | 6% | 15%
CCCNC(=O)Cn1cnc2sc(C(=O)N3CCC4(CC3)OCCO4)c(C)c2c1=O
→ 2% | 1% | -2%
C=CCN1CC[C@@]23c4c5ccc(O)c4O[C@H]2/C(=N\N=C2/CC[C@@]4(O)[C@H]6Cc7ccc(O)c8c7[C@@]4(CCN6CC=C)[C@@H]2O8)CC[C@]3(O)[C@@H]1C5
→ -4% | 13%[56.1 µM] | .
Cc1cccn2c(=O)c(/C=C(\C#N)c3nc4ccccc4s3)c(Oc3ccc(F)cc3)nc12
→ . | -8% | ?
Cc1ccccc1-n1c(O)c(C(c2ccncc2)c2c(O)n(-c3ccccc3C)c(=O)[nH]c2=O)c(=O)[nH]c1=O
→ -20%&-7% | -1% | 8%&3%
CC[N+](CC)(CCCNC1=CC(=O)C(NCCC[N+](CC)(CC)Cc2ccccc2)=CC1=O)Cc1ccccc1
→ -1%&-10% | 6% | .
Cc1nn(Cc2ccccc2Cl)c(Cl)c1C(=O)OC(C(=O)NC(N)=O)C(C)C (stereo not drawn)
→ -18% | 1% | 0%

These rows are one share of the data. The share of hits here may be higher or lower than overall.
